KCNK3 inh = human KCNK3 channel inhibition, primary screen; 340,000 compounds, 0.84% hits; O14649; B-score at 10 µM; CHO-KCNK3 thallium flux, FluxOR fluorescence; active compounds read low; AID 602410;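 active = B-score under library mean minus 4 SD, starting fluorescence ratio at most library mean plus 5 SD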;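 also: more negative B-score means stronger inhibition of thallium flux through KCNK3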
hERG rescue = compounds protecting human hERG from proarrhythmic drug block | Q12809 | CHO-hERG, FluxOR thallium flux, dofetilide IC70 present | activation (rescue from dofetilide block), less the hit threshold, % at 10 µM | 310,000 compounds, 0.51% hits | AID 1511;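 active = activation above the mean of controls blocked by dofetilide plus 5 SD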;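 also: thallium influx through hERG after potassium depolarization seen as dye fluorescence rise; in these data hits start at about 4.7%; inactives centre near -7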
TMEM16A act = activates or potentiates the mouse TMEM16A chloride channel; AID 623877; Q8BHY3; 340,000 compounds, 0.3% hits; B-score at 10 µM; HEK293 TMEM16A/YFP-H148Q/I152L, iodide quench fluorescence; active compounds read low;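 active = fluorescence-ratio B-score plate-corrected deviation score at least 3 library SD below zero, with starting fluorescence score within 5 deviations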;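 also: channel opened by trigger with iodide after compound preincubation; score built on the fluorescence ratio of max minus min over baseline; more negative score means more quench and so TMEM16A activation or potentiation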
KCNK9 inh = inhibitors of human KCNK9 two-pore domain potassium channel | Q9NPC2 | HEK293 KCNK9, FluxOR thallium flux fluorescence; active compounds read low | B-score at 10 µM | 310,000 compounds, 1.2% hits;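 active = ratio B-score over 3 SD below the library mean, with starting fluorescence within 5 SD of its mean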;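 also: negative B-score means less thallium flux so channel inhibition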
RGS4 inh = inhibitors of human RGS4; P49798; HEK293 M3R/RGS4 inducible, Fluo-4 calcium flux; active compounds read high; triggered by carbachol at its EC20; B-score at 10 µM; 310,000 compounds, 0.45% hits; AID 463165;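 active = B-score, a plate-corrected calcium signal, over three deviations above library mean, with baseline fluorescence within five deviations of library mean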;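 also: RGS4 expression induced by doxycycline in cells with stable M3 receptor; B-score is computed from the integrated fluorescence ratio over baseline after carbachol; higher B-score means a larger calcium signal and so more RGS4 inhibition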
Target sequence (P49798 whole entry, looked up): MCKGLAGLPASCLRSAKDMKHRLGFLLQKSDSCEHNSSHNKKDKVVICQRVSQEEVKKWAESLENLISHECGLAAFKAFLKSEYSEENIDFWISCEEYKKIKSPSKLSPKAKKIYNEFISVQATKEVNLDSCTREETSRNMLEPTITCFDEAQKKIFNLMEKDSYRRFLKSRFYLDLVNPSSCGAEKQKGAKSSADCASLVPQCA
KCNQ1 block = inhibitors of human KCNQ1 potassium channel; B-score at 10 µM; 310,000 compounds, 1.3% hits; CHO-K1 KCNQ1, FluxOR thallium flux fluorescence; active compounds read high;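 active = compounds whose thallium flux B-score, printed positive for inhibition, exceeds three library SD while starting fluorescence stays within three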;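 also: channel opened by potassium depolarization with thallium stimulus after 20 min compound exposure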
Target sequence (P51787 whole entry, looked up): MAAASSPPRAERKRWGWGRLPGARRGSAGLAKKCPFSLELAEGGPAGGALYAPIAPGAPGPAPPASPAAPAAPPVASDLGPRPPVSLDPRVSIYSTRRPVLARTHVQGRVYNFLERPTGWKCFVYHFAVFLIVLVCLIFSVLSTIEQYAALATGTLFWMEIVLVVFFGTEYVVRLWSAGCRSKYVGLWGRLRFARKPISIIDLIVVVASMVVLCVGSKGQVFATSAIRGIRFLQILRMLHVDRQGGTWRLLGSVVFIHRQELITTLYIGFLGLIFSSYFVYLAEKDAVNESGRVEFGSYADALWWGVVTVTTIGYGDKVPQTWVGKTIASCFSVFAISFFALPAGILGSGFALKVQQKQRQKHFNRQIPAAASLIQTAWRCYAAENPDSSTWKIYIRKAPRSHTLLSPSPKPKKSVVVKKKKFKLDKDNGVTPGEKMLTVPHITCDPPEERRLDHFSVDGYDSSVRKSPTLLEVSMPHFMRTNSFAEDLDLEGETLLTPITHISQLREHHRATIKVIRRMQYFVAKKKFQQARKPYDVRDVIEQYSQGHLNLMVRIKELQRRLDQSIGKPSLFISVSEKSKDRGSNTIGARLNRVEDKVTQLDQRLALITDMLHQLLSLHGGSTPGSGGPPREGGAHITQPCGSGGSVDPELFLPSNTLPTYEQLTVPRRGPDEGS
MrgX1 PAM = human MrgX1 positive allosteric modulation, primary screen; Q96LB2; MrgX1-HEK293, Fluo-4 calcium flux, FDSS; active compounds read high; B-score at 10 µM; 310,000 compounds, 0.63% hits;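 active = plate-corrected calcium response at least 3 library SD above typical, normal starting fluorescence, not activating the receptor alone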;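 also: compound read alongside a low EC10 to EC30 dose of BAM8-22 agonist; peak minus trough fluorescence over baseline measured at the second addition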
MrgX1 agonist = human MrgX1 receptor agonism, primary screen; Q96LB2; MrgX1-HEK293 cells, Fluo-4 calcium fluorescence, agonist mode; active compounds read high; B-score at 10 µM; 310,000 compounds, 0.44% hits;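 active = calcium response B-score plate-corrected fluorescence ratio at least 3 library SD, with starting fluorescence B-score inside 5 SD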
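Test system: HEK293 cells stably expressing human MrgX1 receptor; Input: fifteen thousand cells per well; Dosing: compound delivered in addition one of three; Schedule: overnight seeding, then 1 h dark dye loading; Technique: Fluo-4 NW calcium fluorescence; Measure: B-scored fluorescence response ratio; Controls: positive and negative controls per plate.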
RGS4 pot = potentiators or activators of RGS4; 310,000 compounds, 0.92% hits; AID 463111; B-score at 10 µM; HEK293 M3R/inducible RGS4, carbachol calcium flux Fluo4; active compounds read low;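 active = B-score of the integrated calcium signal more than 4 SD below the library mean, with starting fluorescence not abnormally high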;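 also: negative B-score means reduced calcium response which marks RGS4 activation or potentiation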
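Also added: carbachol at ECmax as muscarinic agonist stimulus; Assay system: HEK293 cells with stable M3R and inducible RGS4; Timing: overnight RGS4 induction, 30 min dye load 37 °C, 20 min compound RT; Measured by: Fluo4-AM (2 µM) calcium-flux fluorescence, kinetic read.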
TMEM16A inh = inhibitors of mouse TMEM16A calcium-activated chloride channel; AID 588511; normalized B-score (activity score, 25-100; higher = stronger inhibition) at 10 µM; HEK293 TMEM16A/YFP iodide influx fluorescence, ionomycin; Q8BHY3; 310,000 compounds, 1.2% hits;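 active = ratio plate-corrected score three or more library SD toward inhibition, starting fluorescence score within five deviations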;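 also: score derived from kinetic fluorescence span divided by baseline fluorescence per well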
KCNQ1 pot = human KCNQ1 channel potentiation or activation | P51787 | CHO-K1 KCNQ1, thallium flux FluxOR fluorescence; active compounds read high | B-score at 10 µM | 310,000 compounds, 0.35% hits | AID 2648;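 active = fluorescence ratio B-score, a plate-corrected score, at least three library SD, with initial intensity B-score within 5 SD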
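assay system = CHO-K1 cells stably expressing KCNQ1 | medium = assay buffer, equal DMSO in all wells | timing = 37 °C overnight plating, 90-min dark dye load, 20-min compound pretreatment | measured by = kinetic FluxOR thallium fluorescence, 10-s 1-Hz baseline, 110-s post-stimulus read | measure = fluorescence change relative to baseline, converted to B score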
* marks the source's active call; other numbers are inactive results; i = inactive; nt = not tested or not shown.

SMILES | KCNK3 inh | hERG rescue | TMEM16A act | KCNK9 inh | RGS4 inh | KCNQ1 block | MrgX1 PAM | MrgX1 agonist | RGS4 pot | TMEM16A inh | KCNQ1 pot
COc1ccc(C2Nc3ccccc3C(=O)N2c2ccccc2)cc1CSc1ccccn1 (centres undefined) | i | -13 | i | i | i | i | i | i | i | i | i
CC1=CC(=O)c2ccccc2C1=O | i | -5 | i | i | i | i | i | i | i | i | i
O=C(CCC(=O)Nc1ccc(Br)cc1)N/N=C/c1ccc(F)cc1 | i | -9 | i | i | i | i | i | i | i | i | i
Cc1ccc(C2=NS(=O)(=O)N(C)C(C(=O)NCc3cccs3)=C2)cc1 | i | -9 | i | i | i | i | i | i | i | i | i
COc1ccc(-c2noc(CSc3nc4sc(C)c(C)c4c(=O)n3-c3ccccc3)n2)cc1 | i | -4 | i | i | i | i | i | i | i | i | i
CCN(CC)CCCn1c2c(c(SCC(=O)Nc3ccc4c(c3)OCCO4)nc1=O)CCC2 | i | -8 | i | i | i | i | i | i | i | i | i
COc1ccc2ccccc2c1/C=N/N1C(=O)CSC1=S | i | -1 | i | i | i | i | i | i | i | i | i
COCc1ccc(CN2CCCC(CCC(=O)NCc3ccc(C)o3)C2)o1 (centres undefined) | i | -4 | i | i | i | i | i | i | i | i | i
Clc1ccc(OCc2nn3c(-c4ccco4)nnc3s2)c(Cl)c1 | i | 0 | i | i | i | i | i | i | i | i | i
O=C(COC(=O)[C@@H]1CCCN1S(=O)(=O)c1ccc(Cl)cc1)NC1CC1 | i | -12 | i | i | i | i | i | i | i | i | i
Cc1ccc(/C=N/NC(=O)c2cccnc2)s1 | i | -4 | i | i | i | i | i | i | i | i | i
Cc1ccc(S(=O)(=O)N2[C@@H](c3ccccc3F)C(C(=O)O)=CC[C@H]2c2ccc(Cl)c(Cl)c2)cc1 | i | nt | i | nt | nt | nt | 12* | i | nt | 100* | nt
Cn1cc(C(=O)c2ccc(F)cc2)cc1-c1nc2ccccc2n1C | i | -21 | i | i | i | i | i | i | i | i | i
CCCc1ccc2oc(C(=O)N3CCN(CCC(N)=O)CC3)c(C)c2c1 | i | -5 | i | i | i | i | i | i | i | i | i
O=C1CN(C(=O)CC2c3ccccc3-c3ccccc32)CC(=O)N1 | i | -3 | i | i | i | i | i | i | i | i | i
COc1ccc(-c2nc(=S)c3ccc4ccccc4c3[nH]2)cc1 | i | 63* | i | i | i | i | nt | nt | i | nt | 77*
CCCCCCCCNC(=O)/C(C#N)=C/c1ccc(SC)cc1 | i | -4 | i | i | i | i | i | i | i | i | i
Cc1cc(C)n(-c2nc(-c3cccc(Cl)c3)cs2)n1 | i | -11 | i | i | i | i | i | i | i | i | i
CCOc1ccc(N(CC(=O)NC2CCCC2)C(=O)Cn2nnc(-c3ccc(C)o3)n2)cc1 | i | -10 | i | i | i | i | nt | nt | i | nt | i
O=C(c1ccc(NC2=NC3CS(=O)(=O)CC3S2)cc1)N1CCN(c2ccccc2)CC1 (centres undefined) | i | -4 | i | i | i | i | i | i | i | i | i
CC(C)(C)/C=N/NC(=O)C1CC1 | i | -4 | i | i | i | i | i | i | i | i | i
Cc1ccc(S(=O)(=O)ON2C(=O)c3ccccc3C2=O)c(C)c1 | i | nt | i | nt | nt | nt | 36* | i | nt | i | nt
CC(NC(=O)c1ccccc1F)C12CC3CC(CC(C3)C1)C2 (centres undefined) | i | -12 | i | i | i | i | i | i | i | i | i
CCOc1ccc(S(=O)(=O)NCC2CCCO2)cc1NC(=O)c1ccccc1F (centres undefined) | i | -6 | i | i | i | i | i | i | i | i | i
O=C(CSc1nc2scc(-c3ccccc3)c2c(=O)[nH]1)NC1CCCCC1 | nt | -6 | nt | i | i | i | i | i | i | i | i
CCC(C)N(C(=O)COC(=O)c1ccc(=O)n(Cc2ccccc2)n1)C1CCS(=O)(=O)C1 (centres undefined) | i | -16 | i | i | i | i | i | i | i | i | i
Nc1nonc1C(=O)NCCNCc1ccccc1 | i | -9 | i | i | i | i | i | i | i | i | i
O=C(c1cccc(Cl)c1)C1CCCN(C(=O)c2ccc3c(c2)OCO3)C1 (centres undefined) | i | -9 | i | i | i | i | i | i | i | i | i
O=C(N/N=C/c1ccc(O)cc1O)C(=O)N/N=C/c1ccc(O)cc1O | i | -4 | i | i | i | i | i | i | i | i | i
CC(C)OC(=O)c1ccc(N2CCN(c3ccccc3F)CC2)nc1 | i | -6 | i | i | i | i | i | i | i | i | i
CC(C)Oc1cccc(C(=O)N/N=C/c2coc3ccccc3c2=O)c1 | i | -18 | i | i | i | i | i | i | i | i | i
COc1ccccc1C(=O)Oc1ccccc1C(=O)Nc1ccccc1 | i | -5 | i | i | i | i | i | i | i | i | i
O=C(CC1C(=O)NCCN1Cc1cccc(C(F)(F)F)c1)NCCCOc1cccnc1 (centres undefined) | i | -8 | i | i | i | i | i | i | i | i | i
CCNCC(O)COCC(O)CNCC (centres undefined) | i | -4 | i | i | i | i | i | i | i | i | i
O=c1[nH]c2cc(Br)cnc2nc1/C=C(\O)c1ccc(F)cc1 | i | -7 | i | i | i | i | i | i | i | i | i
O=C(/C=C/c1cccc([N+](=O)[O-])c1)N1CCOCC1 | i | -5 | i | i | i | i | i | i | i | i | i
c1cc(-n2cnnn2)ccc1NC1=NCCC1 | i | -5 | i | i | i | i | i | i | i | i | i
NC(=O)CC(NC(=O)Cc1cccc2ccccc12)c1ccc(N2CCC(Cc3ccccc3)CC2)c([N+](=O)[O-])c1 (centres undefined) | i | -9 | i | i | i | i | i | i | i | i | i
COc1ccc(/C(C)=N/NC(=O)Cn2nc([N+](=O)[O-])cc2C)cc1 | i | -4 | i | i | i | i | i | i | i | i | i
COc1ccc(NC(=O)N(CCN2CCCC2)Cc2cc3cc(OC)c(OC)cc3[nH]c2=O)cc1 | i | -7 | i | i | i | i | i | i | i | i | i
Cc1ccc(S(=O)(=O)N2CCN(C)CC2)c2nsnc12 | i | -7 | i | i | i | i | i | i | i | i | i
CSc1nc(-c2ccccc2F)c(C#N)c(=O)n1C | i | -10 | i | i | i | i | i | i | i | i | i
Cc1ccc(N2C(=O)c3n[nH]c(C)c3C2c2ccco2)cc1 (centres undefined) | i | -23 | i | i | i | i | i | i | i | i | i
O=S(=O)(CCN1CCN(C(c2ccccc2)c2ccccc2)CC1)C(F)(F)F | i | -1 | i | i | i | i | i | i | i | i | i
Cc1c(CCO)c(=O)n(C)n1C(=O)c1ccc(Cl)cc1 | i | -18 | i | i | i | i | i | i | i | i | i
O=C(Cn1c2ccc(F)cc2c2nc3n(c(=O)c21)CCS3)NC1CCCC1 | i | -8 | i | i | i | i | i | i | i | i | i
COc1ccc(CNC(=O)/C=C/c2ccc(OCCCF)cc2)cc1OC | i | -5 | i | i | i | i | i | i | i | i | i
Cc1cc(C)nc(N(C#N)Cc2ccccc2Cl)n1 | i | -6 | i | i | i | i | i | i | i | i | i
CCOC(=O)c1sc(=S)n(-c2ccccc2)c1SC | i | -16 | i | i | i | i | i | i | i | i | i
CC(=O)Nc1ccc(S(=O)(=O)N2CCC(C(=O)O)CC2)cc1 | i | 0 | i | i | i | i | i | i | i | i | 10*
Cc1cc2nnc(SCC(=O)NCC(c3ccccc3)N(C)C)n2c2ccccc12 (centres undefined) | i | -11 | i | i | i | i | i | i | i | i | i
COc1cc(OC)c(NC(=O)C2CCN(S(=O)(=O)c3ccc4c(c3)CC(C)N4C(C)=O)CC2)cc1Cl (centres undefined) | i | -11 | i | i | i | i | i | i | i | i | i
Cc1cnc(NC(=O)Cc2ccccc2F)s1 | i | -1 | i | i | i | i | i | i | i | i | i
COc1cc(C(=O)N(Cc2ccc(C)o2)C2CCS(=O)(=O)C2)cc(OC)c1OC (centres undefined) | i | -9 | i | i | i | i | i | i | i | i | i
Cc1cc(C)nc(SCCc2ccncc2)n1 | i | -9 | i | i | i | i | i | i | i | i | i
CCCCCCn1c(NCC)nc2c1c(=O)n(C)c(=O)n2C | i | -14 | i | i | i | i | i | i | i | i | i
O=C(NCC(=O)N(Cc1ccco1)C(C(=O)NC1CCCC1)c1cccnc1)c1ccco1 (centres undefined) | i | -9 | i | i | i | i | i | i | i | i | i
CCCN(CC1CC1)C(=S)Nc1ccc(Oc2ccccc2)cc1 | i | -8 | i | i | i | i | i | i | i | i | i
CCc1noc(C)c1C(=O)N1CCN(S(=O)(=O)c2ccc(C(C)=O)cc2)CC1 | i | -5 | i | i | i | i | i | i | i | i | i
Cc1ccc(NC(=O)/C(=C\c2cccs2)NC(=O)c2ccccc2)cc1 | i | 0 | i | i | i | i | i | i | i | i | i
Remaining list, next part
SMILES | KCNK3 inh | hERG rescue | TMEM16A act | KCNK9 inh | RGS4 inh | KCNQ1 block | MrgX1 PAM | MrgX1 agonist | RGS4 pot | TMEM16A inh | KCNQ1 pot
O=C(c1cccc(S(=O)(=O)Nc2cccc(C(F)(F)F)c2)c1)N1CCCCC1 | i | -10 | i | i | i | i | i | i | i | i | i
Clc1ccc2[nH]cc(-c3nnnn3-c3ccc4ccccc4c3)c2c1 | i | 3 | i | i | i | i | i | i | i | i | i
CC(C)n1c(N2CCN(CC(=O)Nc3ccc4c(c3)OCCO4)CC2)nc2ccccc21 | i | -18 | i | i | i | i | i | i | i | i | i
CCCN(CC(=O)Nc1ccccc1C)C(=O)c1ccc(C)c(S(=O)(=O)N2CCCCC2)c1 | i | -12 | i | i | i | i | i | i | i | i | i
Cc1ccc(Nc2cc(C)nc3ccc(C)cc23)cc1 | i | -13 | i | i | i | i | i | i | i | i | i
CC(C)(C)NC(=O)c1cccc2c1-c1ccccc1C2=O | i | -5 | i | i | i | i | i | i | i | i | i
COC(=O)COc1ccc2c(c1)O/C(=C\c1ccco1)C2=O | i | -7 | i | i | i | i | i | i | i | i | i
CC(C)C(=O)Nc1nnc(SCC(=O)N2C(C)CCCC2C)s1 (centres undefined) | i | -4 | i | i | i | i | i | i | i | i | i
O=C1/C(=C/c2cccc(F)c2)CSc2sccc21 | i | -11 | i | i | i | i | i | i | i | i | i
